Screens (PubChem)
Hsp70 inhibitors: Hsp70 inhibitors, probe displacement, primary screen, biochemical, fluorescence polarization (AID 583); displacement, % at 20 µM; hits with a dose series show IC50 in µM; 140,000 compounds, 0.06% hits; Hsp70 fluorescence polarization probe displacement, mP; higher % means a stronger effect; in the data active = displacement above about 50%;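 note: plate controls were vehicle for no effect and reference ligand for full effect; a part of the inactive calls stands beside numbers as strong as those of hits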
Rat MKP-3 inhibitors: MKP-3 phosphatase inhibitors, primary screen, biochemical, rat enzyme, in vitro (AID 425). recombinant MKP-3 phosphatase activity, fluorescence; higher % means a stronger effect. one-dose inhibition, % at 20 µM; IC50 in µM for titrated hits. 110,000 compounds, 0.17% hits; in the data active = inhibition above about 50%;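 note: plate controls were vehicle for no effect and reference inhibitor for full effect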
Active calls of the source: *; . = no result given; & = joins results of further samples. Some of the compounds tested; rates above refer to the full screens.

structure,Hsp70 inhibitors,Rat MKP-3 inhibitors
CC1CCCC(C)N1C(=O)Cn1c(SCC(=O)Nc2ccc3c(c2)OCO3)nc2ccccc21 (configuration not stated),6.6%,-2%
CCOC(=O)CSc1ncnc2c1cnn2-c1ccccc1,4.2%,-5%
CCc1cccc(CC)c1-n1c(SCc2cc(=O)n3ccsc3n2)nnc1-c1cccnc1,-2.0%,.
CCOc1cc(NC(=O)c2ccco2)c(OCC)cc1NC(=O)CCc1ccccc1OC,-4.1%,-10%
Cc1ccc(S(=O)(=O)Nc2cc(C(=O)O)ccc2N2CCCCC2)cc1,2.0%,-3%
CC(=C1C(=O)c2ccccc2C1=O)N1CCN(C/C=C/c2ccccc2)CC1,7.3%,.
COc1ccc(CCNC(=O)Cn2c(=O)n(Cc3ccco3)c(=O)c3ccc(Cl)cc32)cc1OC,5.7%,2%
CCCOC(=O)c1c(-c2ccccc2Cl)csc1N,4.8%,-1%

Continuation.
structure,Hsp70 inhibitors,Rat MKP-3 inhibitors
CCC1S/C(=C(\C#N)C(N)=O)N(c2ccc(F)cc2)C1=O (configuration not stated),-1.0%,-10%
COc1ccc(N(C(C)=O)S(=O)(=O)c2cccs2)cc1,-0.6%,.
Cc1oc(-c2ccc(Cl)cc2)nc1CN1CCCC(C(=O)NCc2ccco2)C1 (configuration not stated),0.5%,3%
CC(=O)c1ccc(NC(=S)Nc2ccc(F)cc2)cc1,1.3%,3%
CC(C)OC(=O)c1nnc(Cc2ccc(Cl)cc2)o1,-3.6%,-6%
O=C(N/N=C/C(Br)=C/c1ccccc1)c1cc(-c2ccco2)[nH]n1,0.6%,6%
S=c1[nH]nc(COc2ccccc2)n1C1CCCCC1,3.6%&-2.3%,-5%&3%
CC(C)(C)c1csc(N/N=C/c2cccnc2)n1,-0.2%,2%

Other results.
structure,Hsp70 inhibitors,Rat MKP-3 inhibitors
CCCC(=O)Oc1cc2c(C(=O)OCC)c(C)n(C)c2c2ccccc12,-1.0%,-4%
C1CCN(c2nc(N3CCCC3)nc(N3CCNCC3)n2)C1,-1.3%,2%
CC(=O)c1cc(CN2C(=O)c3ccccc3C2=O)cs1,2.4%&-1.4%,-5%&0%
Cc1ccc(C)c(N=C(NO)C(=Nc2cc(C)ccc2C)NO)c1,-3.6%,2%
O=C1N=C(N2CCCCC2)S/C1=C\c1cccc(O)c1,-2.3%,3%
Cc1cc(O)c(C(=O)c2ccccc2C(=O)O)cc1C,1.7%&-7.0%,3%&5%
COc1cc(OC)c(C2=NOC(C(=O)Nc3c(C)nn(CC(=O)N4CCCC4)c3C)C2)cc1Cl (configuration not stated),7.2%,-19%
CCOc1cc2c(C#N)c(N3CCOCC3)nc(N)c2c(N)n1,9.0%,-5%

Remaining list, next part
structure,Hsp70 inhibitors,Rat MKP-3 inhibitors
CC1CN(C(=O)C(C)N2C(=O)c3ccccc3C2=O)CC(C)O1 (configuration not stated),6.5%&1.3%,-5%&1%
COCCOC(=O)C1=C(C)NC(C)=C(C(=O)OCCOC)C1c1cn(-c2ccccc2)nc1-c1ccc(F)cc1,2.0%,0%
c1cnn(-c2cc(N3CCOCC3)ncn2)c1,1.1%,-8%
COc1ccc(-c2c3c(c(-c4ccccc4)n2-c2ccc(S(N)(=O)=O)cc2)C(=O)c2ccccc2C3=O)cc1,-21%,0%
CCCC12CN3CC(C)(CN(C1)C3c1ccc3c(c1)OCO3)C2=O (configuration not stated),-1.9%,-2%
O=c1cc(-c2ccccc2)nc2nc(COc3ccccc3)[nH]n12,0.1%,1%
O=C(CSc1nnnn1-c1ccccc1)Nc1cccc(C(F)(F)F)c1,-3.0%,0%
O=[N+]([O-])c1ccc(NCCNS(=O)(=O)c2ccccc2)cc1,2.3%,4%

Reformatted: entries from further up
canonical_smiles: CCOc1cc(NC(=O)c2ccco2)c(OCC)cc1NC(=O)CCc1ccccc1OC
  Hsp70 inhibitors: -4.1%; Rat MKP-3 inhibitors: -10%
canonical_smiles: CC1CN(C(=O)C(C)N2C(=O)c3ccccc3C2=O)CC(C)O1 (configuration not stated)
  Hsp70 inhibitors: 6.5%&1.3%; Rat MKP-3 inhibitors: -5%&1%
canonical_smiles: COc1cc(OC)c(C2=NOC(C(=O)Nc3c(C)nn(CC(=O)N4CCCC4)c3C)C2)cc1Cl (configuration not stated)
  Hsp70 inhibitors: 7.2%; Rat MKP-3 inhibitors: -19%
canonical_smiles: CCCC12CN3CC(C)(CN(C1)C3c1ccc3c(c1)OCO3)C2=O (configuration not stated)
  Hsp70 inhibitors: -1.9%; Rat MKP-3 inhibitors: -2%

Additional structures.
structure,Hsp70 inhibitors,Rat MKP-3 inhibitors
Cc1ccc(-n2ncc3c(=O)n(CC(=O)NCC4CCCO4)cnc32)cc1 (configuration not stated),-6.3%,-4%
CN(Cc1nc(-c2ccncc2)no1)S(=O)(=O)c1ccc(Br)cc1,4.9%,-6%
COc1cccc(CN2CCCN(S(=O)(=O)c3ccc(Br)cc3)CC2)c1,0.3%,-5%
Cc1ccc2c(Cl)c(C(=O)NCc3ccco3)sc2c1,5.5%,4%
CCn1c(CSc2nc3ccccc3s2)nnc1SCC(=O)NCC(=O)OC,8.6%,.
COc1ccc(C2NCCc3c2[nH]c2ccccc32)cc1 (configuration not stated),3.8%,1%
C=CCNC(=O)c1ccc(-c2cccc(Cl)c2)o1,1.2%,-5%
O=C(CCC1CCCC1)N1CCN(C(=O)c2cccnc2)CC1,-0.5%,-9%

Complete entries, looked up by structure.
Results for O=C(N/N=C/C(Br)=C/c1ccccc1)c1cc(-c2ccco2)[nH]n1 = Hsp70 inhibitors: 0.6%; Rat MKP-3 inhibitors: 6%
Results for C1CCN(c2nc(N3CCCC3)nc(N3CCNCC3)n2)C1 = Hsp70 inhibitors: -1.3%; Rat MKP-3 inhibitors: 2%

Continued:
structure,Hsp70 inhibitors,Rat MKP-3 inhibitors
O=C1CCC(=O)N1CCCCCc1nc(-c2ccccc2)no1,5.6%,-10%
CCCC(=O)Nc1ccc2nn(-c3ccc(OCC)cc3)nc2c1,-1.0%,6%
CCc1cccc(C)c1NC(=O)COc1cccc(Cl)c1,-0.4%,2%
CC(C)(C)OC(=O)N1CCC[C@H]1c1nnc(SC/C=C/c2ccccc2)o1,-3.8%,1%
COC(=O)c1cc(=O)cc(C(=O)OC)o1,-2.3%,.
CCC(=O)Nc1ccc(C(=O)Nc2cccnc2)cc1,-1.1%,-2%
CN1C(=O)/C(=C2\SC(=S)N(C(Cc3ccccc3)C(=O)O)C2=O)c2ccccc21 (configuration not stated),0.0%,1%
COc1cccc(C2CC(C(F)(F)F)n3nc(C(=O)NCc4cccnc4)cc3N2)c1 (configuration not stated),5.7%,4%

Next part.
structure,Hsp70 inhibitors,Rat MKP-3 inhibitors
O=C(OCC#CCSc1nnc(-c2cccc3ccccc23)o1)c1ccco1,-4.7%,.
COCCCn1c(SCC(=O)Nc2ccc(NC(=O)c3ccco3)c(OC)c2)nc2ccccc2c1=O,4.9%,.
Cc1ccnc(NC(=O)COc2ccc(C)c(C)c2)c1,1.2%,-2%
COc1cc2c(cc1OC)C(c1cc3ccccc3oc1=O)=NC(C)(C)C2,0.9%,.
CN(C)C(CNC(=O)Nc1cccc(Cl)c1)c1cccnc1 (configuration not stated),5.1%,1%
Cc1c(N2C(=O)S/C(=C\c3ccc([N+](=O)[O-])cc3)C2=O)c(=O)n(-c2ccccc2)n1C,-0.9%,2%
Cc1c(C(=O)O)sc2nc(C)n(C)c(=O)c12,-3.6%,-7%
COC(=O)c1ccc(C2c3c(n[nH]c3C)C(=O)N2c2ccc(C)cc2)cc1 (configuration not stated),-1.6%,-1%

Continuation.
structure,Hsp70 inhibitors,Rat MKP-3 inhibitors
O=C(/C=C/c1ccccc1)C1=C(O)C(=O)N(c2ccccc2)C1c1cccc([N+](=O)[O-])c1 (configuration not stated),-3.8%,-1%
C=CCNC(=O)c1ccc(Cl)cc1Cl,2.5%,2%
CN(CCCC(=O)Nc1nccs1)S(=O)(=O)c1ccc(Cl)cc1,.,-4%
CCCOC(=O)C1=C(C)NC2=C(C(=O)CC(c3ccc(OC)cc3)C2)C1c1cc(Br)c(O)c(OC)c1 (configuration not stated),1.8%,5%
CSc1nc(N2CCOCC2)c2c3c(sc2n1)CCC3,0.5%,-4%
CCOc1ccc(NS(=O)(=O)c2ccc(NS(=O)(=O)c3ccccc3)cc2)cc1,6.5%,.
CCn1c(-c2cc(Cl)ccc2OC)n[nH]c1=S,2.7%,.
CC(C)CCn1c(CN2CCN(C(=O)c3ccco3)CC2)nc2c1c(=O)n(C)c(=O)n2C,-0.7%,-6%

Further results
molecule,Hsp70 inhibitors,Rat MKP-3 inhibitors
CCCCSCc1[nH]c(=O)[nH]c1C(=O)CCCCC(=O)OCC,-3.1%,-11%
Cc1ccc(N2CC(C(=O)Nc3nnc(C)s3)CC2=O)cc1 (configuration not stated),-2.1%,-6%
O=C(NC1CCCCC1)C(Cc1ccccc1)NS(=O)(=O)c1cccs1 (configuration not stated),6.2%,.
O=C(O)c1ccccc1NCN1C(=O)C2CC=C(Cl)CC2C1=O (configuration not stated),1.3%,5%
COC(=O)C1=C(C(=O)OC)SC(=C2C(=S)C(C)(C)N(C(=O)c3ccc([N+](=O)[O-])cc3)c3cc(OC)ccc32)S1,4.9%,6%
Cn1c(=O)c(C(=O)Nc2ncccn2)c(O)c2ccccc21,3.4%&-2.4%,-7%&4%
COc1ccc(/C=C2\C=C(c3ccc(Br)cc3)OC2=O)c(C)c1,1.5%,0%
CCOC(=O)c1cc(S(=O)(=O)NC2CCN(C(=O)OCC)CC2)cn1C,6.2%,7%
CCN(CCN(C)C)C(=O)Cn1ncc2c1-c1cc(C)ccc1OC2,-3.4%,2%
N#C/C(=N\Nc1ccccc1)c1nc(-c2ccc(F)cc2)cs1,-1.4%,0%

(next part)
molecule,Hsp70 inhibitors,Rat MKP-3 inhibitors
COc1ccccc1-c1nc(-c2cccc(C)c2)no1,-6.5%,-4%
COc1cc(-c2nc3cnccn3c2Nc2ccc3c(c2)OCCO3)ccc1O,1.2%,8%
COc1ccccc1N1CCN(C(=O)CCCC2=NS(=O)(=O)c3ccccc3N2)CC1,0.6%,4%
Cc1nc(SC(C)C)[nH]c(=O)c1Cc1ccccc1,-8.7%,-14%
Cc1nn(CC(=O)N2CCN(Cc3ccccc3)CC2)c(=O)c2ccccc12,0.1%,3%
Cc1csc(NC(=O)CSc2nnc(C)n2Cc2ccco2)n1,4.8%,-5%
CN(C(=O)CN1C(=O)C(C)(C)Nc2ccccc21)c1ccccc1,0.5%,2%
COc1ccc(C2C(C(=O)N3CCCCC3)CCC(=O)N2c2cc(OC)c(OC)c(OC)c2)cc1 (configuration not stated),0.8%,5%
CN(C)c1ccc(-c2noc(C3CCN(S(=O)(=O)c4cccc(Cl)c4)CC3)n2)cc1,-1.1%,-11%
Cc1ccc(OCC(=O)O/N=C(\N)Cc2ccc([N+](=O)[O-])cc2)c(Br)c1,-0.5%,3%

More results follow:
molecule,Hsp70 inhibitors,Rat MKP-3 inhibitors
COCCN1C(=O)C(=O)/C(=C(/O)c2ccccc2)C1c1ccc(Cl)cc1 (configuration not stated),-5.3%,1%
O=C(Nc1ccc(F)cc1)NC1(C(=O)NCc2ccc3c(c2)OCO3)CCCCC1,8.5%,.
CCC(=O)Nc1ccccc1Nc1cc(C#N)c(C#N)cc1[N+](=O)[O-],6.8%,.
O=C(Nc1ccccc1N1CCN(c2ccc(F)cc2)CC1)C12CC3CC(CC(C3)C1)C2,0.5%,.
Cc1ccc(S(=O)(=O)NC(C)C(=O)Nc2ccccc2C(=O)N2CCCC2)cc1 (configuration not stated),-0.8%,-11%
COc1ccc(Cn2c(C3CC3)nc3ccc(NC(C)=O)cc3c2=O)cc1,-0.4%,-3%
O=C(O)/C=C\C(=O)Nc1ccc(Nc2ccccc2)cc1,0.6%,-1%
Cc1ccc2cccc(S(=O)(=O)c3ccc(C(F)(F)F)cc3[N+](=O)[O-])c2n1,2.7%,2%
COc1ccccc1NC(=O)CSC(N)=O,1.4%&-0.6%,2%
CN1C(=O)C(O)(C2OC(C)(C)CCC2=O)c2ccccc21 (configuration not stated),2.4%,.

Remaining list, next part:
molecule,Hsp70 inhibitors,Rat MKP-3 inhibitors
C#CCN(C)CC/C=C1\c2ccccc2CSc2ccccc21,-2.8%,.
CC(C)(C)c1ccc(C(=O)N/C(=C/c2ccc(Br)cc2)C(=O)NN)cc1,-4.2%,1%
O=C(CCCN1C(=O)CCC1=O)Nc1ccc(Cl)c(C(F)(F)F)c1,3.5%,-4%
Cc1ccc(-n2nnnc2-c2cnoc2-c2cccc(F)c2)cc1,7.9%,.
Cc1coc2c(C)c3oc(=O)c4c(c3cc12)CCC4,1.7%,-10%
CC1CCN(S(=O)(=O)c2ccc3[nH]c(=O)cc(C(=O)O)c3c2)CC1,-2.3%,-11%
CC1CCCC(C)N1CC(O)COc1ccccc1C(C)(C)C (configuration not stated),-2.1%,3%
COc1ccc(-c2noc(COc3ccc4c(c3)OCO4)n2)cc1OC,0.8%,-3%
CCC(C)(C(=O)NC1CCCCC1)N(Cc1ccco1)C(=O)c1ccc2c(c1)OCO2 (configuration not stated),3.7%,-7%
O=C(CN1CCN(c2ncc(C(F)(F)F)cc2Cl)CC1)Nc1ccc2c(c1)OCO2,2.7%,-8%

(list continues)
molecule,Hsp70 inhibitors,Rat MKP-3 inhibitors
O=c1c(-c2ccc(Cl)cc2Cl)coc2c(CN3CCCCCC3)c(O)ccc12,-1.6%,2%
Cc1c(NS(=O)(=O)c2ccc3c(c2)c(=O)n(C)c(=O)n3C)c(=O)n(-c2ccccc2)n1C,-1.8%,-5%
Cc1cc(NC(=O)CSc2nnc(C(C)N(C)C)n2Cc2ccccc2)no1 (configuration not stated),-0.6%,4%
CC(NC(=O)COc1ccc(C=C2C(=O)NC(=O)NC2=O)cc1)c1ccccc1 (configuration not stated),-0.5%,-2%
